TRPML3 agonist: agonists of human TRPML3 channel; Q8TDD5; HEK293 TRPML3-YFP, Fluo-8 calcium fluorescence; 100% = the carbachol control signal; activation, % at 3 µM; actives 0.29% (n = 220,000); AID 1448;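 active = activation above its plate's cutoff, the mean activation of the plate's test wells plus 3 SD, cut at about 12% in these data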;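 also: 0% = DMSO only wells and 100% = carbachol wells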
Target sequence (Q8TDD5 whole entry, looked up): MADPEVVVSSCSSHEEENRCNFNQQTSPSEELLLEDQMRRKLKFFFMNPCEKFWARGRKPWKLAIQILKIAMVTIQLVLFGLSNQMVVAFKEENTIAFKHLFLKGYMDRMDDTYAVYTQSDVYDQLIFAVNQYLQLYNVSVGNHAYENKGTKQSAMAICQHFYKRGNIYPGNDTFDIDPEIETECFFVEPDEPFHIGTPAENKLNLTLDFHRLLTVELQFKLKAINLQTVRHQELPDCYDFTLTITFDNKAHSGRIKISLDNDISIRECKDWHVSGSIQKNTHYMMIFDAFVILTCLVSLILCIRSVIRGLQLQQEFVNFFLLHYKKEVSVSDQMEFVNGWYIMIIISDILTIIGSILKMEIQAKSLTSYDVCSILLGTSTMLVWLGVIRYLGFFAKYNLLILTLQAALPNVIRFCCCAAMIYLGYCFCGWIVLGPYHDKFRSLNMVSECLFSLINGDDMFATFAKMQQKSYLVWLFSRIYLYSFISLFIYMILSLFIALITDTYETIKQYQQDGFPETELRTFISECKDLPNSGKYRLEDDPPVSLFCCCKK
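Material: TRPML3-YFP stable HEK293 cells | Dosing: One concentration, 3 µM nominal, 0.3% DMSO | Timing: 125 s total fluorescence read per well | Technique: Fluo-8 calcium dye fluorescence, ex 470-495, em 515-575 nm | Measure: Percent activation from peak-to-basal fluorescence ratio, scaled between DMSO and carbachol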
BaF3 parental: counter-screen for JAK2V617F inhibitors: parental Ba/F3 viability inhibitors; actives 1.1% (n = 220,000); CellTiter-Glo ATP luminescence; AID 1486; inhibition, % at 5.6 µM;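 active = inhibition above a per-campaign cutoff, the mean inhibition of all tested compounds plus 3 SD, cut at about 27% in these data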;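 also: 0% = DMSO wells and 100% = JAK Inhibitor I control wells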
EP2 mod: EP2 receptor (human) modulation | induction, % at 25 µM | EP2-expressing cells, cAMP HTRF FRET, PGE2 co-stimulation | actives 0.83% (n = 260,000);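 active = compounds whose cAMP rise, as percent of the full-agonist control response, exceeds 60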;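 also: rat C6 glioma line stably carrying human EP2 under a CMV promoter; the protocol text gives 20 µM as final concentration; 100% = response of wells given 1 µM PGE2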
Ba/F3 V617F tox: lowers viability of Ba/F3 cells expressing EpoR and JAK2V617F; ATP luminescence; inhibition, % at 5.6 µM; actives 1.1% (n = 220,000); AID 1446;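 active = inhibition above the campaign mean plus 3 SD over all tested compounds, cut at about 24% in these data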;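 also: cytokine-independent growth of Ba/F3 cells driven by EpoR plus mutant JAK2; 0% = DMSO-treated cells and 100% = JAK inhibitor I control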
S1P4 antag: blocks the human S1P4 receptor. S1P4-expressing cells, antagonist mode, reporter read-out. inhibition, % at 4.98 µM. O95977. actives 0.26% (n = 220,000); in the data active = inhibition above about 29%;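 also: 0% = wells stimulated with agonist and 100% = vehicle wells without agonist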
Target sequence (O95977 whole entry, looked up): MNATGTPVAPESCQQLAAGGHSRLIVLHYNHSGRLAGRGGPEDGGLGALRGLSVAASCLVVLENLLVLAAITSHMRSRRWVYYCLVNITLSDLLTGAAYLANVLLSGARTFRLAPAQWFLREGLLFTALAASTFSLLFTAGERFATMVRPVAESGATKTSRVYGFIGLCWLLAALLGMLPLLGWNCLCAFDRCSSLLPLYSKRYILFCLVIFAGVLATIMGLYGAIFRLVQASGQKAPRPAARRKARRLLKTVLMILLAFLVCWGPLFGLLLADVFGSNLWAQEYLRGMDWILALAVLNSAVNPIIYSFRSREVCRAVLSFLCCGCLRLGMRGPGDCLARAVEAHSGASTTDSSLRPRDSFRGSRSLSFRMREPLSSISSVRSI
PERK inh: inhibitors of human PERK kinase | Q9NZJ5 | CHO PERK-DD fusion, SEAP luminescence translation reporter | inhibition, % at 5.6 µM | actives 0.17% (n = 220,000) | AID 1416;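 active = inhibition above the mean inhibition of all tested compounds plus 3 SD, set separately per screening campaign, cut at about 2.9% in these data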;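 also: PERK kinase domain activated by AP20187 dimerizer at 100 nM; 0% = DMSO with dimerizer and 100% = rapamycin at 8.4 µM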
TRPN1 ag: zebrafish TRPN1 (NompC) channel agonism | activation, % at 3 µM | AID 1424 | actives 0.18% (n = 220,000) | HEK293 zebrafish TRPN1-YFP, Fluo-8 calcium fluorescence; 100% = response to 87 µM carbachol;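 active = activation above its plate's cutoff, the mean activation of test wells on that plate plus 3 SD, cut at about 19% in these data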;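 also: 0% = DMSO alone and 100% = 87 µM carbachol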
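System: zebrafish TRPN1-YFP in HEK293 cells / Dosing: 3 µM single point / Timing: dye loading 1 h at 37 °C, then 30 min room temperature / Signal: Fluo-8 calcium fluorescence, excitation 470-495 nm, emission 515-575 nm / Read-out basis: percent activation from peak over basal fluorescence ratio, control-normalized / Control set: high carbachol 87 µM, low DMSO alone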
m-calpain inh: blocks pig calpain II enzyme activity; actives 0.37% (n = 220,000); inhibition, % at 16 µM; purified calpain II, fluorogenic peptide substrate, 30 min; AID 1236;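 active = inhibition above about 50%, limit read from the data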
S1P4 ag: agonists of human S1P4 receptor. actives 0.35% (n = 220,000). O95977. S1P4-expressing cell line, agonist reporter assay. activation, % at 4.98 µM; in the data active = activation above about 11%;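 also: 0% = DMSO vehicle and 100% = reference agonist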
* hit, by the source's call; i = inactive; & = joins results of further samples.

Preview (4 entries):
1: CCOC(CCn1c(SCc2ccc([N+](=O)[O-])cc2)nc2ccccc2c1=O)OCC
2: COC(=O)CNC(=O)c1nn(-c2cccc(OC)c2)c(=O)c2ccccc12
3: CCOC(=O)CNC(=S)N(Cc1cccs1)C1CCCC1
4: COc1ccc(-c2[nH]ncc2CN(C)C(C)c2ccncn2)c(F)c1 (centres undefined)

Assay by compound,1,2,3,4
TRPML3 agonist,0.3,0.7,-0.5,0.6
BaF3 parental,5,3,8,3
EP2 mod,17,-13,25,3
Ba/F3 V617F tox,2,-5,0,2
S1P4 antag,2,-4,-8,-1
PERK inh,0.5,0.0,0.2,1.4
TRPN1 ag,-0.6,2.8,-3.4,0.1
m-calpain inh,2,20,3,-1
S1P4 ag,0.8,-0.5,0.2,1.7

Main list, from the first entry:
1: CCOC(CCn1c(SCc2ccc([N+](=O)[O-])cc2)nc2ccccc2c1=O)OCC
2: COC(=O)CNC(=O)c1nn(-c2cccc(OC)c2)c(=O)c2ccccc12
3: CCOC(=O)CNC(=S)N(Cc1cccs1)C1CCCC1
4: COc1ccc(-c2[nH]ncc2CN(C)C(C)c2ccncn2)c(F)c1 (centres undefined)
5: CCOc1ccc(S(=O)(=O)N2CCCCCC2)cc1
6: COCCCNC(=O)CCS(=O)(=O)Cc1ccc(C)cc1
7: Cc1ccc(-c2n[nH]c3c2CCC3)cc1
8: O/N=C/c1nc2cc(Cl)ccc2o1

Assay by compound,1,2,3,4,5,6,7,8
TRPML3 agonist,0.3,0.7,-0.5,0.6,2.1,0.0,0.1,0.1
BaF3 parental,5,3,8,3,5,2,6,0
EP2 mod,17,-13,25,3,5,38,36,-9
Ba/F3 V617F tox,2,-5,0,2,3,-5,-1,-4
S1P4 antag,2,-4,-8,-1,-10,-15,19,18
PERK inh,0.5,0.0,0.2,1.4,-0.3,0.5,-0.6,0.3
TRPN1 ag,-0.6,2.8,-3.4,0.1,-1.3,0.7,-0.7,-2.1
m-calpain inh,2,20,3,-1,2,-10,-26,10
S1P4 ag,0.8,-0.5,0.2,1.7,0.3,-1.1,-1.7,-1.0

Continued, overlapping the part above by four compounds.
5: CCOc1ccc(S(=O)(=O)N2CCCCCC2)cc1
6: COCCCNC(=O)CCS(=O)(=O)Cc1ccc(C)cc1
7: Cc1ccc(-c2n[nH]c3c2CCC3)cc1
8: O/N=C/c1nc2cc(Cl)ccc2o1
9: O=c1c(-c2ccc(Br)cc2)[n+]([O-])c2ccccc2n1OCc1ccccn1
10: CCN(CC)C(=O)COc1ccc2oc(C)c(C(=O)OC(C)C)c2c1
11: O=C(COc1ccc2ccccc2c1Br)N1CCN(c2ccccn2)CC1
12: CCOC(=O)CNC(=O)CSc1ncnc2c1cnn2-c1ccc(OC)cc1
13: Cc1ccc(C(=O)Nc2sc(C)c(C)c2C(=O)c2ccccc2)cc1
14: Cc1cc(C(=O)COC(=O)c2ccc(N)c([N+](=O)[O-])c2)c(C)n1Cc1ccc2c(c1)OCO2
15: CCc1ccc(OCc2nnc(SCCN3CCOCC3)n2CC)cc1
16: O=C(COC(=O)Cc1ccsc1)NC(c1ccccc1)c1ccccc1

Assay by compound,5,6,7,8,9,10,11,12,13,14,15,16
TRPML3 agonist,2.1,0.0,0.1,0.1,0.8,-0.7,0.2,0.7,0.0,0.9,0.9,-0.4
BaF3 parental,5,2,6,0,2,6,6,5,0,-4,3,4
EP2 mod,5,38,36,-9,-17,9,0,-17,29,-9,7,51
Ba/F3 V617F tox,3,-5,-1,-4,5,0,8,-1,-5,-4,-1,-1
S1P4 antag,-10,-15,19,18,-16,-2,3,4,-17,8,-18,-5
PERK inh,-0.3,0.5,-0.6,0.3,-0.5,-2.6,0.7,0.1,-0.3,1.5,-0.3,-0.7
TRPN1 ag,-1.3,0.7,-0.7,-2.1,1.6,-1.2,0.2,1.3,-0.7,1.4,0.5,-2.3
m-calpain inh,2,-10,-26,10,8,17,-4,-20,5,-7,9,21
S1P4 ag,0.3,-1.1,-1.7,-1.0,0.8,-3.5,-1.6,-0.8,2.5,-0.4,-0.7,-0.9

17: COCC(C)NCc1cc(Br)ccc1OC (centres undefined)
18: O=C(Nc1ccc(O)cc1)/C(=C\c1ccncc1)NC(=O)c1ccccc1
19: CC(=O)Nc1ccc(C(=O)Cn2nnc3ccccc3c2=O)cc1
20: O=C(NCc1ccco1)C(=O)NCC1OCCN1S(=O)(=O)c1ccc(Br)cc1 (centres undefined)
21: Cc1cc(C)n(C(=O)CNC(=O)Cc2ccccc2)n1
22: COCCn1c(Sc2ccccc2)nc2c1c(=O)[nH]c(=O)n2C
23: COc1ccc(-n2ccnc2CN2CCCC(CO)(Cc3cccc(OC)c3)C2)cc1 (centres undefined)
24: COc1ccccc1NC(=O)N1CCN(c2ccnc3cc(Cl)ccc23)CC1

Assay by compound,17,18,19,20,21,22,23,24
TRPML3 agonist,2.0,1.1,0.3,0.1,0.8,0.2,-0.5,0.1
BaF3 parental,4,3,0,11,-4,1,0,6
EP2 mod,28,7&21,-15,-35,-95&-17,31,-31,-8
Ba/F3 V617F tox,-1,4,-3,6,-4,-3,-1,-1
S1P4 antag,-6,-9,1,-5,-29,2,-5,-2
PERK inh,0.0,-0.3,-0.3,0.1,-0.1,-0.8,0.8,-1.6
TRPN1 ag,-1.1,2.3,-0.8,0.8,-0.9,-0.3,-1.2,0.4
m-calpain inh,6,5,-7,-25,-2,-10,-3,24
S1P4 ag,-1.0,-0.2,0.2,1.0,5.1,-0.9,0.1,1.8

25: Cc1ccc(-c2nc(CSc3nc4ccccc4c(=O)n3C)cs2)cc1
26: C/C(CCc1ccc2c(c1)OCO2)=N\NC(=O)c1ccc(C)cc1C
27: COc1ccc(Br)cc1CNC(=O)C1CCCN(S(C)(=O)=O)C1 (centres undefined)
28: Cc1ccc(NC(=O)CCc2nnc(SCC(=O)Nc3ccccc3C)n2C)cc1Cl
29: O=C(c1ccc(S(=O)(=O)Cc2cc(F)ccc2F)c([N+](=O)[O-])c1)N1CCCCC1
30: COc1cccc(-c2nn3c(-c4cccc(C)c4)nnc3s2)c1
31: Cc1cc(C)cc(N(CC(=O)NCC2CCCO2)S(=O)(=O)c2c(C)noc2C)c1 (centres undefined)
32: CCOc1cc(C#N)c(NC(=O)Cn2nnc3ccccc32)cc1OCC

Assay by compound,25,26,27,28,29,30,31,32
TRPML3 agonist,0.5,0.7,-0.4,-0.4,1.3,0.5,0.1,0.2
BaF3 parental,7,-1,5,-1,3,3,0,0
EP2 mod,-29,-48,13,-30,-27,-10,11,28
Ba/F3 V617F tox,0,-4,-2,1,-1,-1,-2,-2
S1P4 antag,-16,-5,4,-5,-18,-7,-14,-11
PERK inh,0.7,1.1,0.4,0.9,0.6,0.6,-0.5,-0.3
TRPN1 ag,0.3,-0.7,0.0,-0.5,0.7,-0.3,-1.4,-0.2
m-calpain inh,19,-20,-14,-8,7,6,-8,5
S1P4 ag,0.9,-0.1,0.6,2.0,-0.9,0.6,-2.9,5.1

33: COc1ccc(CNCc2c(C(=O)N(C)C)nc3ccc(Cl)cn23)c(OC)c1
34: CCOC(=O)c1ccc(COC(=O)CCc2nc(-c3ccccc3)c(-c3ccccc3)o2)cc1
35: CC(C)Cn1c(-c2ccc(F)cc2)n[nH]c1=S
36: O=C(Nc1ccc(S(=O)(=O)Nc2ccccn2)cc1)C(F)(F)F
37: O=c1cc2c(nn1Cc1ccccc1Cl)-c1ccccc1CC2
38: COC(=O)[C@@H](NC(=O)Nc1ccc(OC(F)(F)F)cc1)C(C)C
39: O=C(Cn1nc2ccccc2n1)N/N=C/c1cc(Cl)cc([N+](=O)[O-])c1O
40: O=C(CCCc1nc2ccccc2s1)NCc1ccccc1F

Assay by compound,33,34,35,36,37,38,39,40
TRPML3 agonist,0.3,1.2,-0.4,0.9,-0.1,-0.5,0.8,0.4
BaF3 parental,5,4,2,8,5,5,0,1
EP2 mod,10,2,20,1,50,11,-17,-33
Ba/F3 V617F tox,-2,-4,-2,7,2,3,3,-3
S1P4 antag,-24,-3,-15,1,0,8,-11,-14
PERK inh,-0.1,-0.3,0.3,0.1,-1.2,1.2,1.5,0.7
TRPN1 ag,0.0,1.1,-1.0,0.8,-0.8,-0.6,0.4,-0.1
m-calpain inh,-29,-20,-4,15,17,-14,23,4
S1P4 ag,1.9,-0.6,1.9,0.6,-0.5,0.3,-0.6,0.6

41: Cn1c(CC(=O)c2ccc(Br)cc2)[n+](C)c2ccccc21
42: CCOc1ccc(N2C(=O)CC(SC(=NC)Nc3cccc(OC)c3)C2=O)cc1 (centres undefined)
43: O=C1CC(c2cccc(Cl)c2)CC(O)=C1C=Nc1ccccc1 (centres undefined)
44: O=C1CCc2cc(S(=O)(=O)N3CCCC3C(=O)N3CCN(c4ccccc4F)CC3)ccc2N1 (centres undefined)
45: C=C1c2cc(C)ccc2NC(=O)N1c1ccc(C)cc1
46: CN(C)/C=C(\C#N)S(=O)(=O)C(C)(C)C
47: CCC(=O)N1N=C(c2ccc(C)cc2)CC1c1ccco1 (centres undefined)
48: Cc1nc(CS(=O)(=O)c2ccccc2)cc(N2CCN(c3ccccc3F)CC2)n1

Assay by compound,41,42,43,44,45,46,47,48
TRPML3 agonist,0.6,0.4,0.4,0.5,1.0,0.8,-1.6,-0.2
BaF3 parental,11,4,-2,11,6,8,5,7
EP2 mod,14,-20,0,0,26,29,17,-42
Ba/F3 V617F tox,-2,-1,-8,0,-2,1,0,-3
S1P4 antag,-11,-17,-11,-9,-3,-2,4,5
PERK inh,0.0,0.6,1.8,0.7,-0.1,0.5,0.0,-0.1
TRPN1 ag,0.6,0.3,-0.1,0.3,-0.4,2.9,-3.7,-1.1
m-calpain inh,7,-15,-18,-45,-18,-24,28,5
S1P4 ag,2.7,1.4,-0.2,0.2,2.1,2.2,-0.1,-0.6

49: CCCCCn1c(=O)[nH]c2cc(C(=O)NCCc3ccc(OC)c(OC)c3)ccc2c1=O
50: O=C(CCCn1c(=S)[nH]c2cc3c(cc2c1=O)OCO3)N1CCN(c2ccccc2F)CC1
51: CCOC(=O)c1c(Cl)c(C)nn1-c1nc(OC)cc(OC)n1
52: O=c1c(-c2nc3ccccc3s2)cccn1Cc1ccccc1
53: COc1cc(/C=C/C(=O)OCC(=O)NCCN2C(=O)CSC2=O)ccc1OC(F)F
54: COc1ccc(/C=N\NC(=O)c2cccc(Br)c2)c(OC)c1
55: C=CCn1c(NS(=O)(=O)c2ccccc2)c(S(=O)(=O)c2ccc(C)cc2)c2nc3ccccc3nc21

Assay by compound,49,50,51,52,53,54,55
TRPML3 agonist,-0.3,0.2,0.5,0.6,0.4,-0.2,-0.2
BaF3 parental,5,1,6,6,5,4,-2
EP2 mod,-1,-13,12,-38,-5,-107,45
Ba/F3 V617F tox,3,-2,1,-2,6,3,-2
S1P4 antag,7,-19,-4,-14,13,-10,-13
PERK inh,-0.5,0.7,-0.8,0.6,1.1,0.1,0.6
TRPN1 ag,-0.7,-0.9,-3.1,2.7,1.9,-0.9,-0.5
m-calpain inh,-50,-43,-2,i,-8,14,-358
S1P4 ag,0.7,-3.2,3.7,2.9,-3.2,-0.5,2.3

Screens as filed in PubChem.
